Bioassay records from PubChem BioAssay.
hgDAF-12 ag: hgDAF-12 agonism, primary luciferase screen | HEK293 GAL4-hgDAF12 UAS-luciferase reporter, agonist luminescence; normalized to butyrate control | activation, % at 6.8 µM | hit rate 1.8% among 370,000 | AID 687014;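 active = activation above a cutoff set at the mean of all screened compounds plus 3 SD, cut at about 10% in these data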;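 note: 0% = DMSO wells and 100% = sodium butyrate wells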
MBD2 DNA inh: blocks human MBD2 binding to methylated DNA; Q9UBB5; TR-FRET, MBD2 binding to methylated oligonucleotide; inhibition, % at 4.4 µM; hit rate 0.31% among 370,000; AID 686964; in the data active = inhibition above about 13%
ssDAF-12 act: S. stercoralis DAF-12 activation, primary screen; HEK293 ssDAF-12/GRIP1 lit1-tk-luc reporter, luminescence; % of 3 µM dafachronic acid response; activation, % at 6.8 µM; hit rate 1% among 370,000; AID 652126;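 active = activation above the mean over all tested compounds plus 3 SD, cut at about 0.9% in these data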;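 note: 0% = DMSO-only wells and 100% = 3 µM delta7-dafachronic acid wells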
DAX1 inh-1: blocks DAX1 repression of SF-1 activated StAR promoter; AID 652010; inhibition, % at 6.8 µM; hit rate 1.1% among 370,000; HEK293T StAR-luciferase reporter, SF-1/DAX-1 repression relief;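 active = inhibition above the mean over all tested compounds plus 3 SD, cut at about 3.6% in these data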;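 note: 0% = DAX-1 cells with DMSO and 100% = cells lacking DAX-1 with DMSO; higher inhibition means more luminescence from relief of DAX-1 repression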
hcDAF12 agonist: activates DAF-12 receptor from parasite H. contortus. hit rate 1.4% among 370,000. HEK293 hcDAF-12 lit1-tk-luc reporter, luminescence; 0% DMSO, 100% Δ7-dafachronic acid. activation, % at 6.8 µM;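 active = activation above the mean of all tested compounds plus 3 SD, cut at about 5.5% in these data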;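 note: 100% = response to 3 µM Δ7-dafachronic acid high control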
NR1D1 modulator: modulates human Rev-erb alpha binding to DNA. hit rate 0.79% among 370,000. AID 1259318. P20393. activity, % at 10 µM. Rev-erbα–FITC-DNA binding, fluorescence polarization, 90 min;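 active = activity above about 14%, limit read from the data; passing the limit was not always enough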;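 note: 0% = DMSO wells with 35 nM protein and 100% = DMSO wells with 750 nM protein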
SMARCA2 act: SMARCA2 function activation, primary screen. activation, % at 9.1 µM. hit rate 1% among 370,000. MG213 cells, MMTV-luciferase reporter, dexamethasone, overnight; in the data active = activation above about 7.8%;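 note: 0% = vehicle wells and 100% = reference activator wells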
PLCb3 inh: blocks human PLC-beta3 enzyme activity; Q01970; Purified PLC-beta3, fluorogenic substrate, fluorescence; inhibition, % at 12.2 µM; hit rate 0.18% among 370,000; in the data active = inhibition above about 11%;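 note: 0% = median of compound wells on plate and 100% = full blocker control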
DAX1 inh-2: inhibits human nuclear receptor DAX1; hit rate 0.99% among 340,000; HEK293 Gal4-DAX1 luciferase reporter, luminescence; AID 504766; P51843; inhibition, % at 6.75 µM;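 active = inhibition above the mean over all tested compounds plus 3 SD, cut at about 4.2% in these data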;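 note: 0% = DAX1-transfected cells with DMSO and 100% = empty-vector control cells with DMSO; inhibition shows as a rise in luminescence from relieved DAX1 repression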
ADAM17 inh: inhibits human ADAM17 | hit rate 0.83% among 370,000 | recombinant ADAM17, EDANS/DABCYL FRET peptide cleavage | inhibition, % at 6.95 µM | P78536;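 active = inhibition above the mean of compounds lying between control limits plus 3 SD, set per campaign, cut at about 8.5% in these data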;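 note: 0% = DMSO-only wells as the low control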
PLCg1 inh: blocks human PLC-gamma1 enzyme activity | purified PLC-gamma1, fluorogenic substrate, fluorescence | AID 720700 | P19174 | hit rate 0.84% among 370,000 | inhibition, % at 12.2 µM; in the data active = inhibition above about 9.5%
Target sequence (P19174 whole entry, looked up): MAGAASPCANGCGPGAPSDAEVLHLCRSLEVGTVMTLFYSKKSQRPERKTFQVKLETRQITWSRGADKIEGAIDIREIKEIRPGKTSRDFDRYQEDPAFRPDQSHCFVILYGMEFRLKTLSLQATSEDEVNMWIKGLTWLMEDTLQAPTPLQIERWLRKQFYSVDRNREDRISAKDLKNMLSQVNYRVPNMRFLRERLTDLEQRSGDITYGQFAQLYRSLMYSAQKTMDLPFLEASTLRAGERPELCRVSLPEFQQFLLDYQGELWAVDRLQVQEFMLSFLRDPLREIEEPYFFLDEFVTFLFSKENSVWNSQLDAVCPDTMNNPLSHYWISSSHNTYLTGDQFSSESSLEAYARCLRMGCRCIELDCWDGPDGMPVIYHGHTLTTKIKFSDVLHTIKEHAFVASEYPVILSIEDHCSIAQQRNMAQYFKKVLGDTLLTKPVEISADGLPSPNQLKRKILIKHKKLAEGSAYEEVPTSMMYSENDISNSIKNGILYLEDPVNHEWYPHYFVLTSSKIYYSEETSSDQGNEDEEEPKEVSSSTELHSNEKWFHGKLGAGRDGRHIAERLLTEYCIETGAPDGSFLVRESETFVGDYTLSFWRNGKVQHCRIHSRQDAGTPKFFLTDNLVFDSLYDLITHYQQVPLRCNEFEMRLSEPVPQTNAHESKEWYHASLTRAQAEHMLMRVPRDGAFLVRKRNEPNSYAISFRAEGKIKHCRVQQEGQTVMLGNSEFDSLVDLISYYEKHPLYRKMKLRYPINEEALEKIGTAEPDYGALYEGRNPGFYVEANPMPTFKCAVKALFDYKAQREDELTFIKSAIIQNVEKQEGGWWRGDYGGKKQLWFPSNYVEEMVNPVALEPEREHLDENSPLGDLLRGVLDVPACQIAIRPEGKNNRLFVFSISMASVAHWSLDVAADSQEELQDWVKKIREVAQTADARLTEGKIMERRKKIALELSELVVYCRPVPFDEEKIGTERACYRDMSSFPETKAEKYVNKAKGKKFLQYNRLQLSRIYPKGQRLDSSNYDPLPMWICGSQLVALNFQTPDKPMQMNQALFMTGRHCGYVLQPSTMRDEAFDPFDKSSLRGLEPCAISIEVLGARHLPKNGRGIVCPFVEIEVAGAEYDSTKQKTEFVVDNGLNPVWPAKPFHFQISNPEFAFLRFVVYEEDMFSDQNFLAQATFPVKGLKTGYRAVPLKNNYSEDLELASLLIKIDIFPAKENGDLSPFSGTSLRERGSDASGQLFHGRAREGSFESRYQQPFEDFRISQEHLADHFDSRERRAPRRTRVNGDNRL
* hit, by the source's call; . = no result given.

Compound	SMARCA2 act	PLCg1 inh	PLCb3 inh	NR1D1 modulator	DAX1 inh-1	hgDAF-12 ag	MBD2 DNA inh	ADAM17 inh	DAX1 inh-2	hcDAF12 agonist	ssDAF-12 act
O/N=C1\CCCc2c1nc(-c1ccccc1F)n2O	-1	-32	-42	-8	-0.6	0.9	1	-10	.	0.7	-1.4
COc1ccc(Cl)cc1S(=O)(=O)N(C)CC(=O)NCc1ccc2c(c1)OCO2	-2	6	-2	1	0.6	0.2	-2	3	0.7	0.3	-0.8
Cc1ccc(S(=O)(=O)N2CCOCC2)cc1NC(=O)c1cc2ccccc2oc1=O	-5	10*	-3	1	0.3	-0.6	2	3	-1.5	0.7	-0.9
O=c1[nH][nH]c2c1[C@H](c1ccc(Cl)cc1)O[C@H](C1CC1)C2	-4	-2	-4	5	-1.3	-2.8	-4	-1	.	1.1	-1.6
COc1ccc([C@H]2CC(=O)C=C(c3cccc(Cl)c3)C2)cc1	1	1	-2	-4	-0.6	0.6	5	2	0.7	-0.3	-1.6
CCOc1ccc(CCNC(=O)C2CCN(S(=O)(=O)N3CCOCC3)CC2)cc1OCC	-2	-1	2	3	-0.1	0.1	1	-1	1.7	1.4	-1.3
O=C(COc1ccc(F)cc1)N(c1ccccn1)C1CCCCC1	4	5	3	-3	-0.3	0.1	-9	0	0.0	-2.9	-1.7
Cc1ccc(Cl)cc1NC(=O)Cn1c(C)csc1=O	-2	3	-7	7	1.1	-2.3	5	-4	1.2	-0.7	-1.0
COc1ccc(CCC(=O)Nc2nccs2)cc1OC	-1	0	0	14	-0.2	0.5	-2	-1	-0.2	-0.8	-1.1
COC(=O)N/N=C(\C)c1ccc(Br)cc1	2	-1	-1	1	0.5	2.2	0	-2	0.1	1.4	-0.7
C=C(C)CNC(=S)NNC(=O)CCn1c2ccccc2c2ccccc21	-2	3	2	5	-0.1	-1.4	-2	2	-0.1	-2.0	-2.0
Cn1c(SCc2nc3ccccc3s2)nnc1-c1cccs1	5	-9	-9	-8	0.5	6.5	-5	-6	1.2	7.1*	1.5*
CCN(CC)C(=O)C1=C(C)N(Cc2ccc(OC)cc2)C(=O)C(CC(=O)NCC2CCCCC2)C1 (stereo unspecified)	-4	-1	-3	-8	0.3	-1.1	4	-3	-0.3	-1.6	-1.1
Oc1ccc(-c2csc(-c3c[nH]c4ccccc34)n2)c(O)c1	5	2	1	4	3.5	14*	0	6	3.2	8.3*	2.7*
CC(C)c1cc(Cn2c3ccccc3c(=O)n2C(C)Cn2cc(CCc3ccccc3)nn2)on1 (stereo unspecified)	0	-22	-31	-7	0.8	2.3	2	-77	.	-2.2	-1.2
COC(=O)CSc1nc2ccc(C)cc2[nH]1	3	2	3	1	0.6	-0.5	6	-1	1.1	1.8	-0.9
COc1ccccc1-n1c(SCC(=O)Nc2cccc3ccccc23)nc(O)cc1=O	-2	-1	-4	-5	-0.2	0.3	0	3	-0.1	1.7	-0.7
COC(=O)c1c(NC(=O)c2ccc(C(=O)c3ccccc3)cc2)sc2c1CC(C)(C)NC2(C)C	0	-79	-104	-7	0.4	0.8	-2	0	2.1	-0.2	-0.8
Cc1ccc(C(=O)CCC(=O)N(C)CC(=O)Nc2c(Cl)cccc2Cl)cc1	-2	0	0	-5	-0.2	2.9	-1	1	0.6	0.6	-0.7
CCn1c(SC(C)C(=O)Nc2nccs2)nnc1-c1ccncc1 (stereo unspecified)	-1	3	-4	-2	2.2	-0.2	-3	-3	0.6	-0.3	-0.7
Cc1ccc(S(=O)(=O)Nc2ccc3c(c2)nc(CCN2CCCCC2)n3C)cc1	0	3	-2	-2	0.0	-0.9	-1	-5	-0.1	-1.6	-1.7
O=C(c1ccccc1)c1nnc(-c2ccccc2F)o1	11*	3	2	-1	1.2	4.9	2	-2	0.3	1.7	-0.2
Cc1cccc(Cl)c1NNC(=O)Nc1c([N+](=O)[O-])c(C)nn1C	3	6	-4	-1	0.7	-0.5	2	-5	1.2	-0.6	-1.0
Cc1noc(C)c1S(=O)(=O)Nc1ccc(C(=O)N2CCc3ccccc3C2)cc1	-2	5	1	3	1.1	0.4	-5	4	1.1	-0.7	-0.7
CC(O)[C@H]1CNCCN1CC1(c2ccccc2)CC1 (stereo partly specified)	-2	5	10	-3	0.6	1.6	4	11*	-0.2	-0.8	-1.1
CCOc1cc(Br)c(/C=C2/C(=O)N(C)C(=S)N2CC(=O)OC)cc1OC	0	-6	-6	-5	0.7	-2.5	0	-1	1.8	-2.1	-1.4
Nc1nc(SCc2ccccc2)c2ncn(C3CCCO3)c2n1 (stereo unspecified)	1	0	2	-8	0.9	3.5	-3	-1	2.9	2.3	-0.7
c1ccc(OCc2nnc3sc(-c4cccs4)nn23)cc1	-3	0	-6	5	-0.5	0.1	-4	-3	0.9	-2.8	-1.1
Cc1ccc(C2=NNC(C(O)C(O)C(O)C(O)CO)S2)cc1 (stereo unspecified)	-4	-7	-10	-7	0.4	3.5	2	-4	0.3	1.4	-1.1
CCO[C@@H]1OC(C(=O)N2CCN(Cc3ccc4c(c3)OCO4)CC2)=C[C@H](c2ccc3c(c2)OCO3)[C@H]1CCCO	3	3	2	-5	-0.7	-0.8	4	3	.	-1.4	-1.4

Nothing new here: 2 of the compounds above.
Compound	SMARCA2 act	PLCg1 inh	PLCb3 inh	NR1D1 modulator	DAX1 inh-1	hgDAF-12 ag	MBD2 DNA inh	ADAM17 inh	DAX1 inh-2	hcDAF12 agonist	ssDAF-12 act
CCOc1cc(Br)c(/C=C2/C(=O)N(C)C(=S)N2CC(=O)OC)cc1OC	0	-6	-6	-5	0.7	-2.5	0	-1	1.8	-2.1	-1.4
Nc1nc(SCc2ccccc2)c2ncn(C3CCCO3)c2n1 (stereo unspecified)	1	0	2	-8	0.9	3.5	-3	-1	2.9	2.3	-0.7

Next part.
Compound	SMARCA2 act	PLCg1 inh	PLCb3 inh	NR1D1 modulator	DAX1 inh-1	hgDAF-12 ag	MBD2 DNA inh	ADAM17 inh	DAX1 inh-2	hcDAF12 agonist	ssDAF-12 act
COc1ccc(C(OC(=O)c2c(C)noc2C)C(=O)NC2CCCC2)cc1 (stereo unspecified)	-2	1	3	0	0.8	0.4	-8	1	0.4	-0.2	-1.2
S=c1nc(C2CCCCC2)[nH]c2ccccc12	-2	-6	-8	16*	0.8	-0.6	-1	2	2.0	0.8	-1.7
Cc1cc(C)nc(NC(=O)CSc2nnnn2-c2ccccc2)n1	1	12*	1	0	-0.3	2.1	-2	-1	1.0	0.6	-0.2
CN1CCN([C@@H]2CS(=O)(=O)N[C@H]2COCc2ccccc2)CC1	-3	0	-1	3	0.6	0.1	0	-6	.	-1.1	-0.6
CC(=O)C(=Nc1ccccc1Cl)NNc1ccc(Cl)cc1	0	2	3	-2	-0.1	-1.3	-6	2	-0.9	1.4	-1.3
NC(=O)C1=C[C@H](c2csc3ccccc23)C[C@H](OCc2ccc(CO)cc2)O1	1	-2	-12	-3	-0.4	-0.8	-5	2	1.2	2.5	-0.9
O=C(CN1CCCC1)NCC12CC3CC(CC(C3)C1)C2	-2	11*	8	6	-0.2	-0.1	-4	6	0.5	-1.2	-0.2
CC(=O)c1cccc(NC(=O)N2CCCC2C(=O)NC2CCCC2)c1 (stereo unspecified)	2	-2	-6	-6	0.0	-0.3	-2	-1	-0.2	-0.4	-1.2
COc1ccc(Cl)cc1N(C(C)C(=O)O)S(C)(=O)=O (stereo unspecified)	0	1	2	0	0.3	-1.1	-2	-2	3.0	-1.0	-0.9
O=C1CCC[C@H]2C[C@H](NCc3ccccc3F)CC[C@]23CCCN13	.	0	1	3	.	0.4	0	-6	.	-0.4	-1.0
CC(=O)Nc1ccc(-c2cn3ccsc3n2)cc1	4	1	4	3	0.6	12*	-4	-4	0.1	2.2	0.1
CC(=O)Nc1cccc(C(=O)OC(C(=O)c2ccc(C)c(C)c2)c2ccccc2)c1 (stereo unspecified)	0	-1	3	5	1.0	-0.3	-1	3	-1.5	-1.0	-1.7
COc1ccccc1Cn1c(C)c(C(=O)NCCC#N)sc1=O	-2	1	-2	5	-0.4	-0.7	2	-2	.	-2.2	-0.8
Cc1ccc(C(=O)NC(=S)N2CCN(c3cc(C)ccc3C)CC2)cc1	-1	3	-2	2	-1.1	2.2	3	-2	1.0	0.3	-1.3
Cc1nc2cc(CC(=O)O)ccc2o1	6	4	7	3	-0.4	-3.3	0	0	-0.9	-2.3	-0.8
CC1CCc2c(C(=O)NCCCN3CCOCC3)csc2C1 (stereo unspecified)	-1	2	0	2	0.6	6.7	1	-4	2.0	-0.3	-1.6
CC(C)Cn1cnc2c1c(=O)n(CC(=O)O)c(=O)n2Cc1ccccc1	-1	0	-6	1	-0.1	-1.1	0	-2	1.7	0.7	-0.4
Oc1ccc(-c2csc(-c3cccnc3)n2)c(O)c1	8.2*	-4	-6	5	0.7	25*	3	-2	0.6	0.3	0.5
Cc1c(C(=O)Nc2ccc(OCc3ccccc3)cc2)cccc1[N+](=O)[O-]	4	0	3	2	-1.6	0.8	9	-1	0.2	0.1	-0.9
O=C(NNc1c(F)c(F)cc(F)c1F)c1ccco1	0	-2	-4	-5	-0.7	0.1	-6	-1	0.0	0.1	-1.1
Cc1cccc2cc(C3CC(c4cccs4)=NN3C(=O)CCC(=O)O)c(Cl)nc12 (stereo unspecified)	-3	-7	-6	-3	0.0	0.4	5	2	-1.2	-0.8	-1.3
Cc1noc(C)c1Cn1nc(C(=O)O)c2ccccc2c1=O	1	6	4	2	0.3	0.1	32*	1	-0.1	-1.9	-1.3
Cc1ccc(C(=O)N/N=C/c2ccc(-c3cccc(C(F)(F)F)c3)o2)cn1	5	-48	-81	6	-0.6	1.4	2	-13	-3.1	-2.2	-2.0
O=C(Cn1ccc(C(F)(F)F)n1)NNC(=O)c1cccnc1	-5	7	3	-2	0.7	-1.5	-6	2	0.9	-1.0	-0.1
Brc1cc(-c2ccccc2)nc(-c2ccccc2)n1	4	5	-7	0	0.0	2.3	-1	-3	.	0.7	-0.9
Cc1sc2ncn(CC(=O)NCC(=O)N3CCN(c4ccc(F)cc4)CC3)c(=O)c2c1C	-4	4	2	0	0.1	-2.6	-1	0	-0.7	-1.4	-1.0
O=C(Cn1cnc2c(nnn2Cc2ccccc2F)c1=O)NCc1ccco1	5	4	0	6	-0.1	0.9	-3	0	0.1	-1.9	-1.6
CC(=O)N1[C@H](C)C=C[C@]1(Cc1ccccc1)C(=O)O	-1	1	1	-6	-0.2	1.5	-3	-1	0.6	0.0	-0.5
COc1ccc(-n2c(-c3cccc(C)c3[N+](=O)[O-])n[nH]c2=S)cc1	-1	0	0	0	-0.5	-0.8	-4	0	1.6	-1.0	-0.7
Cc1c(NC(=S)N/N=C\c2ccccc2O)c(=O)n(-c2ccccc2)n1C	-4	-90	-98	0	-0.4	1.0	-4	-19	0.4	-1.0	-1.5
COc1ccc(-c2cnc3c(NC(C)=O)cc(-c4ccccc4CN(C)C)cn23)cc1OC	0	-160	-206	-6	0.6	2.9	-7	-51	.	-0.7	-1.1
CCCNC(=O)N[C@H]1C=C[C@H](CC(=O)OC)O[C@@H]1CO	-3	-1	0	4	2.0	1.2	1	-1	.	1.2	-0.4
